High-throughput results (PubChem)
LYPLA1 inh = LYPLA1 (human) inhibition in PME1 counter-screen | O75608 | hit rate 0.16% among 320,000 | AID 2174 | inhibition, % at 5.9 µM | recombinant LYPLA1, FP-Rh probe fluorescence polarization;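 active = inhibition above the mean of all tested compounds plus 3 SD, set per campaign, cut at about 14% in these data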;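 also: inhibitors block serine hydrolase probe labeling of LYPLA1 so polarization falls; 0% = enzyme with DMSO and 100% = wells lacking LYPLA1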
Target sequence (O75608 whole entry, looked up): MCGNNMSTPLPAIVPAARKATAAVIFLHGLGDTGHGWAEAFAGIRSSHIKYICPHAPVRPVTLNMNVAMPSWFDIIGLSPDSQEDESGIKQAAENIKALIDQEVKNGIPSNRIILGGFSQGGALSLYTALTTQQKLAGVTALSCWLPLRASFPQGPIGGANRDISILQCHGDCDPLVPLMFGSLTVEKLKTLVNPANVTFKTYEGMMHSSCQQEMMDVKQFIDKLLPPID
PREPL inh = human PREPL enzyme inhibition | recombinant PREPL, fluorescence polarization activity-based probe | hit rate 0.68% among 320,000 | inhibition, % at 5.96 µM; in the data active = inhibition above about 43%;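 also: 0% = enzyme with DMSO and 100% = wells lacking enzyme; many of its hits are not listed in these tables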
LYPLA2 counter = blocks human lysophospholipase 2, a PME1 counter-screen | O95372 | AID 2177 | recombinant LYPLA2, FP-Rh probe fluorescence polarization | hit rate 0.38% among 320,000 | inhibition, % at 5.9 µM;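 active = inhibition above the screen-wide mean plus 3 SD, limit set per campaign, cut at about 26% in these data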;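 also: 0% = LYPLA2 with DMSO and 100% = wells lacking LYPLA2 enzyme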
Target sequence (O95372 whole entry, looked up): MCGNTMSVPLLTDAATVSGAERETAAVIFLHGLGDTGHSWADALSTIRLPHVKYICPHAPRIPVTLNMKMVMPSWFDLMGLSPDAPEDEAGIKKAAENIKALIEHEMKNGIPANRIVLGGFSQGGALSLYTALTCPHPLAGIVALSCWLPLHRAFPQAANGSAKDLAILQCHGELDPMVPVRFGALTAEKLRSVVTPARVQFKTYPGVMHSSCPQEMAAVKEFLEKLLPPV
EBNA-1 inh = blocks EBNA-1 binding to DNA | EBNA-1 DNA binding, fluorescence polarization | inhibition, % at 14.8 µM | hit rate 0.34% among 300,000; in the data active = inhibition above about 28%
PAFAH1B3 inh = inhibitors of human PAFAH1B3; recombinant PAFAH1B3, FP-rhodamine probe, fluorescence polarization; inhibition, % at 3.39 µM; hit rate 0.28% among 340,000; AID 492972;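 active = inhibition above the screen-wide average of all tested compounds plus 3 SD, cut at about 25% in these data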;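 also: 0% = enzyme with DMSO only and 100% = wells lacking PAFAH1B3 protein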
PAFAH2 inh = inhibitors of human PAFAH2. inhibition, % at 3.39 µM. Q99487. AID 492956. recombinant PAFAH2, FP-rhodamine activity probe, fluorescence polarization. hit rate 0.99% among 340,000;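 active = inhibition above the mean over all tested compounds plus 3 SD, cut at about 30% in these data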;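 also: inhibitors block probe labeling of enzyme so polarization drops; 0% = enzyme with DMSO and 100% = wells lacking PAFAH2 protein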
PAD4 FP inh = inhibitors of human PAD4; Q9UM07; recombinant PAD4, RCA probe fluorescence polarization; inhibition, % at 6.36 µM; hit rate 0.41% among 330,000; AID 485272;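 active = percent inhibition above a cutoff equal to the mean of all tested compounds plus 3 SD, cut at about 15% in these data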;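 also: 0% = PAD4 with RCA probe and DMSO and 100% = probe without PAD4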
ZTA DNA inh = blocks Epstein-Barr virus ZTA, an EBNA-1 counter-screen | inhibition, % at 11 µM | hit rate 0.15% among 320,000 | P03206 | ZTA-DNA binding, fluorescence polarization; in the data active = inhibition above about 33%
Target sequence (P03206 whole entry, looked up): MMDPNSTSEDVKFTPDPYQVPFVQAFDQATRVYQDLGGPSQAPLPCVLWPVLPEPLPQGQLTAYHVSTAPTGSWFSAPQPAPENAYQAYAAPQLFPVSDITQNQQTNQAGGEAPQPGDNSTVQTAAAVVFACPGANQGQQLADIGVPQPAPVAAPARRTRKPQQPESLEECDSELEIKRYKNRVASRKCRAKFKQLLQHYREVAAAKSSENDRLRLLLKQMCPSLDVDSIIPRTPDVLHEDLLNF
GSTO1 counter = counter-screen for RBBP9 inhibitors: inhibitors of human GSTO1 | P78417 | recombinant GSTO1, activity-based probe fluorescence polarization | inhibition, % at 5.96 µM | hit rate 1.1% among 300,000;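 active = inhibition above the campaign mean inhibition plus 3 SD, cut at about 35% in these data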;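 also: 0% = GSTO1-1 with DMSO and 100% = wells lacking GSTO1-1 enzyme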
Target sequence (P78417 whole entry, looked up): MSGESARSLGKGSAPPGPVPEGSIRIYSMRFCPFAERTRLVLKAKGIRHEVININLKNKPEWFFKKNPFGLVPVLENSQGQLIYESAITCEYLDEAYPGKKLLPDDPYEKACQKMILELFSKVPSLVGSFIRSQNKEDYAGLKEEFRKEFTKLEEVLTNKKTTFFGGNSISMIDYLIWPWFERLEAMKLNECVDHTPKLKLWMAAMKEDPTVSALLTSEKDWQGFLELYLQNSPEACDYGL
Active calls of the source: *; . = no result given. An excerpt; rates above refer to the full screens.

SMILES	LYPLA1 inh	PREPL inh	LYPLA2 counter	EBNA-1 inh	PAFAH1B3 inh	PAFAH2 inh	PAD4 FP inh	ZTA DNA inh	GSTO1 counter
CCCN(CCC)C(=O)c1cn(CC)c2ccc(S(=O)(=O)N3CCCCC3)cc2c1=O	-2.5	4.5	1.6	-13.5	1.4	-4.2	-8.1	3.4	-3.0
O=c1c(-c2ccc(O)cc2)coc2cc(OC3OC(CO)C(O)C(O)C3O)cc(O)c12 (configuration not stated)	1.4	-1.5	-2.7	-2.6	2.4	-6.1	0.6	3.6	1.4
COc1ccc(C(=O)C2CCCN(Cc3ccc(Sc4nncn4C)o3)C2)cc1F (configuration not stated)	-0.4	-3.9	-6.8	11.5	.	.	-5.0	5.8	2.9
C/C(=N\NC(=O)CNc1ccc(F)cc1)c1cc2ccccc2o1	-1.1	5.3	-0.1	10.7	-0.6	-0.9	-0.1	10.5	2.9
COc1ccc(/C=N/OCC(=O)N2CC3(C)CC2CC(C)(C)C3)cc1 (configuration not stated)	-3.0	6.2	-8.8	7.3	-1.2	-1.0	0.4	-16.2	3.3
O=C(COC(=O)CCCc1nc2ccccc2s1)Nc1ncc(Cl)cc1Cl	3.3	-16.5	3.5	-12.4	-0.5	5.8	-1.4	1.3	7.0
CSc1ccc(/C=N/NC(=O)c2ccccc2Cl)cc1	-0.8	-19.8	-2.2	10.2	5.0	3.6	-5.2	3.2	5.8
CCCC1(CCC)NC(=O)NC1=O	1.2	-2.9	-3.0	-14.5	2.7	3.5	-7.2	-8.2	2.0
C=CCn1c(-c2cccc3ccccc23)n[nH]c1=S	2.0	-5.8	10.3	0.8	0.3	1.4	1.9	-5.5	-1.2
Cc1ccccc1NCCC(=O)Nc1ccc(F)cc1	-0.7	1.0	3.3	0.5	4.8	3.6	-0.1	-12.2	8.0
Cc1cc(OCC(O)CN2CCOCC2)cc(C)c1Cl (configuration not stated)	0.6	3.8	6.6	-7.5	4.7	-4.4	-3.0	7.2	4.4
CC(C)(CC(=O)O)CC(=O)O	0.5	2.9	1.2	0.4	1.3	8.9	0.3	0.7	5.9
Cc1ccc(C2(C)NC(=O)N(CC(=O)Nc3ccc(-c4nc5ccc(C)cc5s4)cc3)C2=O)cc1 (configuration not stated)	-54.4	-14.9	-93.8	23.9	-36.0	-59.5	-9.2	-11.6	-64.1
O=C(c1ccc(-c2ccccc2)cc1)c1ccc([N+](=O)[O-])cc1	-1.0	16.2	5.2	-2.0	.	.	0.3	-0.9	6.7
Cc1cccc(CN2C(=O)CCSc3ccc(Cl)cc32)c1	-0.3	-18.3	3.0	-1.9	4.4	7.1	1.0	-22.8	10.2
Cc1c(C)c2ccc(OCC(=O)N3CCN(c4ccccc4)CC3)cc2oc1=O	3.6	-9.2	1.9	-4.1	8.8	5.9	3.3	-1.2	-1.1
O=C(OCCCN=C1NS(=O)(=O)c2ccccc21)c1ccc(F)cc1	-3.0	4.6	-4.8	3.1	5.8	-2.0	2.3	-9.3	-0.9
Cc1ccc(CNC(=O)CCN2C(=O)[C@@H]3Cc4ccccc4CN3C2=O)cc1	0.9	-12.4	3.2	-10.1	7.7	-8.9	-5.5	6.7	-7.2
Cc1c(C(=O)NC2CCCc3ccccc32)oc2ccc(S(=O)(=O)N3CCCC3)cc12 (configuration not stated)	2.8	-2.3	-3.5	-4.2	4.0	3.6	-0.5	3.5	-5.9
COc1ccc(S(=O)(=O)N2CCCCCC2)cc1C(=O)N(C)Cc1ccc(OC)c(OC)c1OC	1.8	0.5	5.3	-2.8	8.8	1.4	0.5	-0.4	-8.9
CCOc1ccc(-c2ccc(NS(=O)(=O)c3ccc([N+](=O)[O-])cc3)cc2)nn1	6.4	-4.6	2.7	-6.0	0.4	-0.2	-2.7	4.1	1.7
COc1ccc(C(=O)Nc2ccc(S(=O)(=O)N3CCCC3)cc2)cc1	-3.6	0.5	-5.9	-8.4	-1.1	-5.5	-1.5	-5.6	2.7
COC(=O)c1c(NC(=O)c2c(Cl)cnn2C)sc(C)c1C	3.7	1.3	-7.1	-7.8	5.6	10.5	-2.0	9.4	0.6
CCOc1ccc(S(=O)(=O)Nc2ccn(C)n2)cc1	-0.7	0.2	-3.5	.	6.4	-5.3	1.3	19.2	.
O=C(COC(=O)c1cc(S(=O)(=O)N2CCOCC2)ccc1O)NCCc1ccccc1	2.0	-1.1	3.7	2.4	3.4	15.0	0.3	1.2	0.0
Cc1ccsc1C(=O)OCC(=O)NC1CCCC1	3.2	0.2	-3.4	.	-2.7	63.4*	-0.2	-14.9	.
CCCC(C)C(=O)Nc1cc([N+](=O)[O-])ccc1Cl (configuration not stated)	0.9	4.5	-4.5	-5.8	7.0	3.6	-6.1	-0.8	-0.5
Cc1ccc2[nH]c(=O)c(CN(CC3CCCO3)C(=O)c3ccncc3)cc2c1 (configuration not stated)	-2.0	1.5	-0.3	-2.2	6.4	10.2	-4.8	7.8	9.0
COc1ccc(/C=C2\CCc3ccccc3C2=O)cc1OC	2.0	20.7	9.2	1.7	4.9	1.8	2.0	-8.1	-3.6
COc1ccc(NC(=O)CCCNC(=O)Cn2cnc3sc(C)c(C)c3c2=O)cc1Cl	-7.0	-9.4	-14.5	-1.8	-1.2	-11.7	2.7	23.7	-2.8
CCC(=O)Oc1ccc(C(=O)Nc2ccccc2C(=O)NCC(C)C)cc1	1.1	-4.1	6.3	-1.4	1.1	-0.3	-5.9	-23.1	0.3
O=C(NC1CCCC1)C(c1ccc(N2CCOCC2)cc1)N(C(=O)c1ccco1)c1ccccc1F (configuration not stated)	0.2	3.1	2.0	-9.5	1.0	-0.7	-0.1	-5.4	6.5
COc1cccc(CN2CCNC(=O)C2CC(=O)N(C)CC2CCOCC2)c1OC (configuration not stated)	-3.4	0.9	2.3	-5.0	4.8	-2.5	-1.5	-16.2	2.9
CC(=O)N1CCC(O)(c2cccc(C(F)(F)F)c2)CC1	-1.3	1.2	4.0	7.5	4.3	-6.4	1.1	-7.8	-1.2
Cc1ccc(NC(=O)NC2CCCCC2)cc1Cl	-1.9	3.3	3.6	12.1	10.2	9.9	-0.2	7.6	-1.1
O=C(Nc1ccc(S(=O)(=O)N2CCOCC2)cc1)C1CC1	0.2	-7.6	6.1	10.1	-2.9	0.3	0.8	7.8	-0.3

Looked up one by one from the entries so far:
SMILES	LYPLA1 inh	PREPL inh	LYPLA2 counter	EBNA-1 inh	PAFAH1B3 inh	PAFAH2 inh	PAD4 FP inh	ZTA DNA inh	GSTO1 counter
O=C(c1ccc(-c2ccccc2)cc1)c1ccc([N+](=O)[O-])cc1	-1.0	16.2	5.2	-2.0	.	.	0.3	-0.9	6.7
O=c1c(-c2ccc(O)cc2)coc2cc(OC3OC(CO)C(O)C(O)C3O)cc(O)c12 (configuration not stated)	1.4	-1.5	-2.7	-2.6	2.4	-6.1	0.6	3.6	1.4
CC(C)(CC(=O)O)CC(=O)O	0.5	2.9	1.2	0.4	1.3	8.9	0.3	0.7	5.9
O=C(COC(=O)c1cc(S(=O)(=O)N2CCOCC2)ccc1O)NCCc1ccccc1	2.0	-1.1	3.7	2.4	3.4	15.0	0.3	1.2	0.0
COc1ccc(C(=O)C2CCCN(Cc3ccc(Sc4nncn4C)o3)C2)cc1F (configuration not stated)	-0.4	-3.9	-6.8	11.5	.	.	-5.0	5.8	2.9

Continued:
SMILES	LYPLA1 inh	PREPL inh	LYPLA2 counter	EBNA-1 inh	PAFAH1B3 inh	PAFAH2 inh	PAD4 FP inh	ZTA DNA inh	GSTO1 counter
Cc1ccc(CN(C)CC(=O)NC(C)c2ccccc2)cc1 (configuration not stated)	1.4	-13.2	-4.2	-22.5	-0.4	-13.1	-5.8	-14.9	-2.0
COc1ccccc1-c1c(C)nn2c(N3CCC4(CC3)OCCO4)cc(C)nc12	0.4	5.7	2.1	-13.6	7.0	4.9	2.3	15.1	-1.2
Nc1cc(=O)n(Cc2ccccc2)c(=O)n1-c1ccc(Cl)cc1	-2.3	3.4	-0.6	-1.5	1.9	-8.9	1.1	9.8	3.4
CC(=NC1CCCC1)c1c(C)[nH]n(-c2nc3ccccc3s2)c1=O	-7.3	-0.8	-0.1	-5.1	-2.7	3.7	19.0*	15.0	-13.1
CC1CCCN(S(=O)(=O)c2ccc3c(c2)c(=O)nc2ccccn23)C1 (configuration not stated)	1.4	-2.5	-2.0	5.6	6.9	-0.3	1.6	3.9	-2.6
CCN1C(=NCc2cc(OC)c(OC)c(OC)c2)N[C@@H](c2ccccc2)[C@H](C(=O)OC)[C@H]1C	-2.7	4.8	3.5	-1.1	.	.	2.8	-10.2	-4.1
CCOC(=O)CN1C(=O)N[C@@H](CCc2ccccc2)[C@@H](C(=O)OC)[C@H]1C	-0.6	9.8	4.4	-12.7	-2.1	6.2	-6.6	0.5	-1.8
COc1cccc(-c2cc(-c3cccnc3)c(C#N)c(N)n2)c1	-1.2	-4.1	2.5	0.9	-3.7	-1.1	1.2	-11.3	16.7
Cc1ccccc1SCC(=O)OCC(=O)Nc1ccc(N(C)C)cc1	-0.7	16.9	1.5	0.1	13.8	-0.1	0.6	-1.4	2.9
Cc1cccc(OCC(=O)Nc2ccc(S(=O)(=O)N3CCN(C)CC3)cc2)c1	0.1	19.3	3.4	-20.1	-2.2	1.8	-1.4	-8.2	-1.3
CCc1ccc(NC(=S)N2CCCC(C(F)(F)F)C2)cc1 (configuration not stated)	-2.1	-3.0	0.7	-8.7	1.5	-2.4	0.6	-1.6	6.9
CCOc1ccc(-c2c(C(=O)N/N=C/c3ccsc3)nnn2-c2nonc2N)cc1	-2.3	-9.2	2.4	-0.4	3.8	3.6	4.0	-1.7	0.9
CN(C)C(=O)c1c2c(nc3ccccc13)CCCC2	-1.7	-2.2	-2.1	0.8	11.5	-3.8	-3.6	-8.6	1.3
COC(=O)c1cc(NC(=O)c2cccs2)ccc1N1CCOCC1	-1.4	17.1	-0.9	-3.0	-4.5	-0.4	1.8	-6.8	6.7
CSc1ccc(/C=N/n2c(C3CCCCC3)n[nH]c2=S)cc1	-1.5	-4.8	3.5	11.1	5.2	6.4	-1.1	11.7	-10.7
CN(C)c1cc(Nc2ccc(O)cc2)c([N+](=O)[O-])c2nonc12	1.5	16.8	3.7	-1.7	1.8	5.6	7.1	-14.8	10.6
O=C(NCCCN1CCc2ccccc2C1)C1CCN(S(=O)(=O)N2CCCC2)CC1	1.2	7.6	4.0	12.3	9.5	3.0	0.1	9.1	-1.7
COc1ccc(Oc2cn[nH]c2-c2ccc(OC)cc2O)cc1	0.1	7.3	1.0	7.0	8.2	-4.1	-2.5	-2.6	10.6
CCC(=O)Nc1ccc2c(c1)nc1n2CCN(C2CCCCC2)C1	1.2	11.0	-2.3	10.2	5.7	-1.1	-3.3	-6.7	11.7
Cn1cnnc1SCC(C)(C)NS(=O)(=O)c1ccc(Cl)cc1	1.2	-3.1	0.5	-5.5	-5.1	-7.9	1.7	-3.9	4.1
O=C(Cn1cnc2c(cnn2-c2ccccc2)c1=O)Nc1cc(S(=O)(=O)N2CCOCC2)ccc1Cl	-7.1	1.0	-3.0	3.2	-7.2	-3.5	1.4	-3.1	-0.2
COc1ccc(CCNC(=O)c2ccc3c(c2)NC(=O)C(N2CCOCC2)S3)cc1OC (configuration not stated)	-0.9	2.2	6.5	4.2	1.8	4.2	4.3	4.7	-2.8
CCOC(=O)Cc1csc(SCC(=O)NC2CCS(=O)(=O)C2)n1 (configuration not stated)	1.4	7.8	-3.2	.	0.8	0.5	-5.2	7.2	.
Cc1c(-c2ccccc2)[n+](=O)c2c(n1[O-])CCCC2	0.8	-5.0	3.5	3.9	1.9	-0.4	6.2	0.1	3.0
